Assay outcomes deposited in PubChem BioAssay by Sanford-Burnham Center for Chemical Genomics.
Artemis endo inh: blocks endonuclease activity of human Artemis | inhibition, % at 10 µM | hit rate 0.78% among 30,000 | AID 686954 | recombinant Artemis, quenched FAM hairpin cleavage fluorescence | Q96SD1;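 active = at 10 µM dose, at least 30% inhibition, measured as corrected fluorescence normalized to stimulator and neutral control wells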
Target sequence (Q96SD1 whole entry, looked up): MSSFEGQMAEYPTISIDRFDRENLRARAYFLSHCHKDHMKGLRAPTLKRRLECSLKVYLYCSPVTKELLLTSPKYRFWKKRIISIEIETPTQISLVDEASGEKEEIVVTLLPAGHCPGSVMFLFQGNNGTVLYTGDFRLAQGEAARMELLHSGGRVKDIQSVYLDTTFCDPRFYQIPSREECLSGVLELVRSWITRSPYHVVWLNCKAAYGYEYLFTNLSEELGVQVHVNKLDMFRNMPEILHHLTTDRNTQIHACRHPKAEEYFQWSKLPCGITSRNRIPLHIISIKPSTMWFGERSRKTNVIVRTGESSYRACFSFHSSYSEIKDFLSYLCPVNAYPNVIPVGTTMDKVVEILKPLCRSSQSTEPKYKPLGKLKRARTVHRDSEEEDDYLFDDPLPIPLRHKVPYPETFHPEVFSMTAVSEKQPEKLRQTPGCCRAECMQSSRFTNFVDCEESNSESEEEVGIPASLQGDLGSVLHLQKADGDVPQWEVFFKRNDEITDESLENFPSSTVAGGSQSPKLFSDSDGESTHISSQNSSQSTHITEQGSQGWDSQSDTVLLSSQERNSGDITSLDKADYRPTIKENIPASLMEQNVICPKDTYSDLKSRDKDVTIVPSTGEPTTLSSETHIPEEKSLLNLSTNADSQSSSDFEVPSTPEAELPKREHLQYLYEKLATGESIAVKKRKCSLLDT
* = called active by the depositor.

SMILES | Artemis endo inh
CN(C)c1ccc(C(c2nnnn2CCOC(=O)Nc2ccc(Cl)cc2)N2CCOCC2)cc1 (centres undefined) | -1
Cc1ccc(Sc2ncccc2COC(=O)Nc2c(C)cccc2C)cc1 | 9
O=C(NCC1CCCO1)c1c(O)c2ccccc2[nH]c1=O (centres undefined) | -4
Cc1ccc(N2C(=O)c3ccc(C(=O)NCCN4CCOCC4)cc3C2=O)cc1 | 7
Cc1nn(-c2ccccc2)c2c1C(c1ccccc1)C(C#N)=C(N)O2 (centres undefined) | 4
N#C/C(=C(/O)CSc1nnc(Cc2cccs2)n1C1CCCCC1)c1nc2ccccc2[nH]1 | 5
O=c1c([N+](=O)[O-])c(N2CCCCCC2)c2ccccc2n1-c1ccccc1 | 2
CC(C)Cn1c(-c2ccccc2F)n[nH]c1=S | -1
CN(C)C(=O)c1ccccc1Sc1cc(Cl)ccc1Cl | 5
CCOC(=O)c1sc(C)c2c(=O)n(CC(=O)c3ccc(Br)cc3)nnc12 | 5
CCCCOC(=O)c1ccc(NC(=O)c2cnc3n(c2=O)CCS3)cc1 | -1
COc1cccc(-c2nnc(SCC(=O)Nc3cc(C)on3)o2)c1 | 2
CCCCc1nc2ccccc2n1Cc1nnc2n1-c1ccccc1SC2 | 7
CCOc1cccc2c1OC1(C)CC2NC(=O)N1c1cccc(F)c1 (centres undefined) | 1
O=C(CSc1nnc(-c2cccnc2)n1CCc1ccccc1)NCc1ccccc1 | 6
N#Cc1nc(COc2ccccc2)oc1N1CCC(Cc2ccccc2)CC1 | 8
Cc1ccc(C)c(NC(=O)c2cc3c([nH]c4ccccc43)c(C)n2)c1 | 8
Cc1ccc(C)c(NS(=O)(=O)c2ccc(OCC(=O)NCc3ccco3)cc2)c1 | 1
COC(=O)c1c(C)nc2ccccc2c1C(=O)O | -1
O=C(COc1cccc2cccnc12)NCC(F)(F)F | 7

Structures from the list above that contain an aryl thioether with sulfur outside any ring:
SMILES | Artemis endo inh
Cc1ccc(Sc2ncccc2COC(=O)Nc2c(C)cccc2C)cc1 | 9
N#C/C(=C(/O)CSc1nnc(Cc2cccs2)n1C1CCCCC1)c1nc2ccccc2[nH]1 | 5
CN(C)C(=O)c1ccccc1Sc1cc(Cl)ccc1Cl | 5
COc1cccc(-c2nnc(SCC(=O)Nc3cc(C)on3)o2)c1 | 2
O=C(CSc1nnc(-c2cccnc2)n1CCc1ccccc1)NCc1ccccc1 | 6

3 neighbouring entries from above, quoted:
SMILES | Artemis endo inh
Cc1ccc(Sc2ncccc2COC(=O)Nc2c(C)cccc2C)cc1 | 9
O=C(NCC1CCCO1)c1c(O)c2ccccc2[nH]c1=O (centres undefined) | -4
Cc1ccc(N2C(=O)c3ccc(C(=O)NCCN4CCOCC4)cc3C2=O)cc1 | 7

Part of the list above, set out differently:
molecule	Artemis endo inh
CCCCOC(=O)c1ccc(NC(=O)c2cnc3n(c2=O)CCS3)cc1	-1
O=C(NCC1CCCO1)c1c(O)c2ccccc2[nH]c1=O (centres undefined)	-4
CN(C)C(=O)c1ccccc1Sc1cc(Cl)ccc1Cl	5
CC(C)Cn1c(-c2ccccc2F)n[nH]c1=S	-1

Remaining list, next part.
SMILES | Artemis endo inh
Cc1cccc(N(C(=O)CCC(=O)Nc2ccccn2)C(C(=O)NC(C)C)c2ccc(O)cc2)c1 (centres undefined) | -5
CCN(CC)c1ccc(-n2cc3c(=O)n(C)c(=O)n(C)c3c2)cc1 | 12
COc1ccc(-n2c(SCC(N)=O)nc3sc4c(c3c2=O)CCN(C)C4)cc1 | 13
COc1ccc(Br)cc1S(=O)(=O)N1CCOCC1 | 5
O=C(COC(=O)c1ccc2c(c1)OCO2)NC1CCS(=O)(=O)C1 (centres undefined) | 19
COc1c(Cl)cc(Cl)cc1C(=O)Nc1ccccc1N1CCN(C(C)=O)CC1 | 2
CC(C)c1ccc(N2C(=O)CC(Sc3ncn[nH]3)C2=O)cc1 (centres undefined) | -3
CCOc1ccccc1N(C)C(=O)C1CCN(S(=O)(=O)c2cccc3nonc23)CC1 | -3
Cc1ccc(C(=O)Nc2sc(C)c(-c3ccccc3)c2C(N)=O)cc1[N+](=O)[O-] | 10
CCCC(=O)c1ccc(-c2ccccc2)cc1 | -4
Cc1ccc(N(CCC#N)C(=O)CSc2ccc3c(c2)OCCO3)cc1 | -10
O=C(Nc1ccc2c(c1)OCO2)C1CCCCN1S(=O)(=O)c1ccccc1 (centres undefined) | 4
Cn1c(SCC(=O)Nc2nccs2)nnc1-c1ccco1 | -5
COc1ccc(-c2coc3cc(O)ccc3c2=O)cc1OC | 6
Cc1ccc(C(=O)N/C(=C\c2ccc(-c3cc(Cl)ccc3Cl)o2)C(=O)NCc2cccnc2)cc1 | 34*
O=C(CN1C(=O)CCC1=O)Nc1nc(-c2cccs2)cs1 | -8
CCc1ccc2[nH]c(O)c(N=Nc3nc(-c4ccccc4)cs3)c2c1 | 7
O=C1CC(N2CCN(C(c3ccccc3)c3ccccc3)CC2)C(=O)N1 (centres undefined) | -6
Cn1ccnc1SCC(=O)Nc1ccc2c(c1)COC2=O | 9
CCc1ccc2[nH]c(=O)c(CN(CCCN3CCOCC3)C(=O)Nc3ccc(F)cc3)cc2c1 | -11
C/C(NC1CCCCC1)=C(/C#N)C(=O)NCCN1CCOCC1 | 3
Cc1ccc2c(C(=O)CN3CCCCC3CCO)c(C)[nH]c2c1 (centres undefined) | 2
CCOc1cccc(OCCOCCN(C)Cc2ccccc2)c1 | -4
C=CCc1c(O)nc(SCC(=O)c2ccccc2)[nH]c1=O | 3
CC1CCN(C(=O)CN(C2CCCCC2)S(C)(=O)=O)CC1 | -8
Cc1ccc(CSc2nncn2-c2ccccn2)cc1 | 7
O=C(NCc1ccccc1)NC1(C(=O)N2CCN(c3ncccn3)CC2)CCCCC1 | -1
Cc1ccc(S(=O)(=O)NC(CC(=O)NCc2ccco2)c2ccco2)cc1 (centres undefined) | 1
Cc1ccccc1OC(=O)Cn1c(C(F)(F)F)nc2ccccc21 | 1
Cc1ccc(C(=O)NCc2ccc(Cl)c(Cl)c2)o1 | 4
COc1cccc(/C=N/NC(=O)c2ccc(COc3ccc(Cl)cc3Cl)o2)c1 | 6
COCCCNC(=O)c1ccc(CNS(=O)(=O)c2ccc(NC(C)=O)cc2)cc1 | -1
c1ccc(-c2onc3cc4c(cc23)OCCO4)cc1 | 12
CCOC(=O)c1c(NC(=O)C2c3ccccc3Oc3ccccc32)sc(C(=O)N(CC)CC)c1C | 0
COC(=O)c1ccc(NC(=O)CCN2CCN(c3ccccc3)CC2)cc1 | -5
C=CCSc1nnc(NC(=O)CSc2nc(CCC)cc(=O)[nH]2)s1 | 6
COc1ccc2nc(N3CCCC(O)C3)c(C#N)cc2c1 (centres undefined) | 1
CC(=O)C1=C(C)NC(=O)NC1c1cc(Br)ccc1OCC(N)=O (centres undefined) | 0
O=C(Nc1ccc(Cl)c(Cl)c1)Oc1ccc(NC(=O)c2ccco2)cc1 | -2
CC(C)(C)NC(=O)CSc1nnc(-c2ccncc2)n1Cc1ccccc1 | 3
O=C(Nc1ccc(Cl)cn1)c1cccc(F)c1 | -5
CCOC(=O)c1ccc(NC(=O)NC2CC3CCC(C2)N3Cc2nnnn2Cc2ccco2)cc1 (centres undefined) | 1
COc1ccc(CCNc2oc(Cc3cccc4ccccc34)nc2C#N)cc1OC | -1
Cc1ccc(O)c(-c2cc(C(F)(F)C(F)F)nc(-c3ccccc3)n2)c1 | -12
CCCCNC(=O)Nc1cc(C(=O)OC)ccc1Cl | -6
COC(=O)C1=C(C)N(Cc2ccc(C)cc2)C(=O)/C1=C\c1ccc(O)c(OC)c1 | 2
Cc1cccc(NC(=O)Cc2ccc(F)cc2)c1 | 0
CCOC(=O)Cn1nnc2c(sc3nc4c(c(-c5ccccc5)c32)CCC4)c1=O | -1
COCCCN1C(=O)c2ccc(C(=O)Nc3cccc(OC)c3)cc2C1=O | 8
O=C(CN1CCC(n2nnc3cc(C(F)(F)F)ccc32)CC1)Nc1ccc2c(c1)CCC2 | 14
CCN(CC)S(=O)(=O)c1cccc(-c2nnc(SCC(=O)NC)n2CCc2ccccc2)c1 | 9
CCOC(=O)c1[nH]c2cc3c(cc2c1NC(=O)CN1CCC2(CC1)OCCO2)OCO3 | 3
COC(=O)/C(=C\Nc1ccc(Cl)c2ccccc12)c1ncc(C(F)(F)F)cc1Cl | -2
CCN(CC(=O)Nc1ccccc1C(=O)OC)S(=O)(=O)c1ccc(OC)cc1 | -1
O=C(NCCSc1ccccc1)c1ccco1 | -1
CCn1nc(CC(=O)Nc2nnc(CC(=O)N3CCOCC3)s2)c2ccccc2c1=O | -2
O=C(c1cncc(Br)c1)N1CCc2ccccc2C1 | -5
COc1ccc(OC)c2[nH]c(=O)c(CCNS(=O)(=O)c3ccc(Cl)cc3)cc12 | -5
O=S(=O)(c1ccc(Cl)c(Cl)c1)c1snnc1-c1ccccc1 | 11
CS(=O)(=O)Cc1nc2ccccc2oc1=O | 11
(more compounds)
SMILES | Artemis endo inh
Cc1ccc(C2C(C#N)=C(N)Oc3n[nH]c(-c4cccs4)c32)cc1 (centres undefined) | 1
Cc1cc(C)n2nc[n+](C)c2n1 | -15
COc1ccc(OC(=O)c2cn(C)nc2C(F)(F)F)cc1 | -5
CCCC(=O)Nc1cc2c(cc1C(=O)c1ccccc1)OCCO2 | -1
COc1cc(CNCCc2ccc(F)cc2)ccc1OCc1ccc(Cl)nc1 | -8
O=C(c1ccccc1CCc1ccccc1)N1CCOCC1 | -2
Cc1ccc(CN2CCS(=O)(=O)CC2)cc1 | -5
CC(C)(Oc1ccc(Cl)cc1)C(=O)OCC(=O)N1CCCC1 | -12
CN(Cc1ccccc1)C(=O)c1ccccc1NC(=O)c1ccco1 | 1
O=C(O)C12CC3CC(C1)CC(n1cnc(Cl)n1)(C3)C2 | 4
CCCCNC(=O)C1CCN(Cc2ccc(OCc3ccccc3)cc2)CC1 | -2
CC(=O)OCCCCON1C(=O)c2ccccc2C1=O | 6
C=CCn1c(=O)c(C(=O)NCCN(CC)CC)c(O)c2ccccc21 | -9
Cc1ccccc1NC(=O)CSc1nc(Nc2ccccc2)nc(N2CCOCC2)n1 | 1
COc1ccc(S(=O)(=O)Nc2ccc3c(c2)OCCO3)cc1Cl | -2
CCn1nnnc1SCC(=O)N1c2ccccc2Sc2ccccc21 | 2
COC(=O)CSc1nnc([C@H](Cc2ccccc2)NC(=O)OC(C)(C)C)o1 | 1
Cc1csc(NC(=O)c2cc(C)oc2C)n1 | -10
CCc1nc2ccccc2c(C(=O)OCC(=O)NCCCN2CCCC2=O)c1C | -6
O=C(NC1CCCCC1)c1ccc(Br)o1 | 1
Cc1cc2nncn2c2ccccc12 | 0
Cc1ccnc(NC(=O)CCC2COc3ccccc3O2)c1 (centres undefined) | -4
O=C(CSc1nc(-c2ccccc2)c(-c2ccccc2)o1)Nc1nncs1 | -13
CCCc1[nH]nc2c1C(c1cccc(OC)c1)C(C#N)=C(N)O2 (centres undefined) | 4
C=CCNC(=O)C1CC(=O)N(c2ccc(Br)cc2)C1 (centres undefined) | 1
c1ccc2c(c1)Cn1c-2nc2ccccc21 | -5
CCOC(=O)c1cnc2c(Cl)c(Cl)ccc2c1N1CCN(C)CC1 | 4
Cc1ccc(O)c(CC(C)C)n1 | -4
CC(C)OC(=O)c1ccc(NC(=O)C2C3CC4OC(=O)C2C4C3)cc1 (centres undefined) | -1
CCOc1cc(N2CCOCC2)c(OCC)cc1NS(=O)(=O)c1ccc(Cl)s1 | 0
COC(=O)C1C2C=CC3(CN(c4cccc(C)c4)C(=O)C13)O2 (centres undefined) | -3
O/N=C/c1ccc(OCC(O)COc2ccc(/C=N/O)cc2)cc1 | 0
CCOC(=O)c1c(C)nc(-c2ccccc2)nc1NC(=O)CC | 2
COC(=O)c1ccc(C)c(NS(=O)(=O)c2ccc(C)c([N+](=O)[O-])c2)c1 | -4

Some of the compounds tested; count on the stated rates, not on these rows.
